High-throughput results: PubChem, several laboratories
IMP-1 inh: blocks Pseudomonas aeruginosa IMP-1 metallo-beta-lactamase | hit rate 0.45% among 290,000 | inhibition, % at 5.6 µM | purified IMP-1, nitrocefin hydrolysis, epi-absorbance fluorescence;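 active = inhibition above the mean plus 3 SD of all compounds in the same screening run, cut at about 4.5% in these data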;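 also: 0% = IMP-1 with DMSO and 100% = DMSO wells lacking enzyme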
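System: Purified IMP-1 | Read-out basis: Percent enzyme inhibition | Controls: IMP-1 with DMSO as 0%, enzyme-free DMSO as 100% | Replicates: One well per compound | Doses: 5.6 µM nominal single concentration | Detection: Epi-absorbance fluorescence, 480 nm excitation, 530 nm emission | Incubation: 25 °C, 15 min preincubation, 25 min reaction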
HCV NS3 hel inh: HCV NS3 helicase inhibition | NS3 helicase DNA unwinding, Cy5 molecular beacon fluorescence | inhibition, % at 10.9 µM | hit rate 0.56% among 290,000 | AID 1800;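 active = inhibition above the mean of all tested compounds plus 3 SD, set per campaign, cut at about 35% in these data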;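 also: 0% = DMSO wells and 100% = thioflavine S control wells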
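test system = hepatitis C virus NS3 helicase domain fragment enzyme | reagent = annealed dual-labelled DNA beacon duplex, ATP-started | times = 1 h at 25 °C | detection = Cy5 fluorescence, 0 and 60 min reads | read-out basis = percent inhibition from t60/t0 fluorescence ratio | control set = DMSO and thioflavine S | replication = one well per compound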
VIM-2 inh: inhibitors of Pseudomonas aeruginosa VIM-2 metallo-beta-lactamase; purified VIM-2, nitrocefin hydrolysis, epi-absorbance fluorescence; inhibition, % at 5.6 µM; hit rate 0.89% among 290,000;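 active = inhibition above the mean of all tested compounds plus 3 SD, cutoff set per screening run, cut at about 7.5% in these data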;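 also: red hydrolysis product quenches plate fluorescence so inhibitors raise well fluorescence; 0% = enzyme with DMSO and 100% = DMSO without enzyme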
MEKK2 WT-MEK5: raises or lowers MEK5 binding to wildtype human MEKK2 PB1 domain; Q9Y2U5; bead flow cytometry, Alexa488-MEK5 binding to MEKK2 WT; actives lie on both sides; binding response (% of control), % at 10 µM; hit rate 1.1% among 290,000; in the data active = binding response below about 67% or above about 130%
PfM18AAP inh: blocks P. falciparum M18 aspartyl aminopeptidase; inhibition, % at 7.35 µM; hit rate 1.2% among 290,000; AID 1822; recombinant PfM18AAP, H-Glu-NHMec fluorogenic cleavage;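 active = inhibition above the campaign mean inhibition over all tested compounds plus 3 SD, cut at about 28% in these data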;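 also: 0% = plate median of test compound wells and 100% = 2 mM ZnCl2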
NALP1 inh: NALP1 inhibition; S. cerevisiae NALP1/ASC/caspase-1 growth, X-gal OD620, 72 h; inhibition, % at 10 µM; hit rate 0.61% among 280,000; in the data active = inhibition mostly above about 24%, no sharp cut-off; inactive = mostly below about 32%; also: some compounds called inactive have numbers as strong as hits
SUMO HTRF inh: blocks human SUMOylation mediated by UBC9; HTRF SUMOylation assay, SAE1/SAE2 + UBC9, in vitro; inhibition, % at 35 µM; hit rate 0.36% among 290,000; AID 2006; in the data active = inhibition above about 50%, passing the limit was not always enough; also: strong numbers were not always called active
Target sequence (P63279 whole entry, looked up): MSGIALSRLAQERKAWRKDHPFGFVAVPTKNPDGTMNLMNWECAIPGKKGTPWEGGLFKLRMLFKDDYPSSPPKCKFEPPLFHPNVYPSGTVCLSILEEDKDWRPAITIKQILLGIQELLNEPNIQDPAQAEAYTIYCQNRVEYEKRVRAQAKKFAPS
FID counter: displaces DNA intercalator in HCV helicase counter-screen. DNA fluorescent intercalator displacement, fluorescence. inhibition, % at 7.9 µM. hit rate 0.17% among 290,000; in the data active = inhibition above about 37%;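 also: 0% = vehicle and 100% = reference compound; higher means more ethidium bromide displaced from hairpin DNA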
MEKK2 mut-MEK5: signal of MEK5 binding to mutant human MEKK2 PB1 domain; hit rate 0.35% among 290,000; bead flow cytometry, Alexa488-MEK5 binding to MEKK2 mutant; percent response, % at 10 µM; AID 1530; in the data active = percent response above about 24%, passing the limit was not always enough; also: inactives centre near 1; some results filed as inactive read as strong as hits
* marks the source's active call; other numbers are inactive results; . = no result given; & = joins results of further samples; [ ] = dose if it differs, or a comment. Hits appear at their usual frequency (roughly 4.7% active in at least one column).

#	Molecule	IMP-1 inh	FID counter	NALP1 inh	MEKK2 WT-MEK5	VIM-2 inh	HCV NS3 hel inh	PfM18AAP inh	MEKK2 mut-MEK5	SUMO HTRF inh
1	CCOC(=O)c1c(C)[nH]c(C)c1C(=O)COC(=O)/C=C/c1cccc(Cl)c1	-2.3	-15	14	99	-3.3	6	-1	1	-36
2	O=C(O)c1cc(Cl)c(Cl)cc1C(=O)N1CCOCC1	-2.5	3	9	100	-0.6	-17	1	1	-10
3	COc1ccc(Cl)cc1S(=O)(=O)NC(C)C(=O)NCc1ccc2c(c1)OCO2 (stereo not drawn)	-0.6	-14	25	91	-1.9	-5	-13	-9	6
4	COc1ccccc1Nc1nc(N)nc(CN2CCCCC2)n1	-1.6	-2	-3	111	-3.9	15	-9	9	13
5	CN1CCN(c2ccc([N+](=O)[O-])cc2/C=N/NC(=O)c2cccc([N+](=O)[O-])c2)CC1	-1.2	22	21	97	-1.7	4	-2	0	-6
6	COc1ccccc1NC(=O)C1=C(C)NC(SCC(=O)c2ccc(C)cc2)=C(C#N)C1c1ccco1 (stereo not drawn)	4.5*	-26	-10	.	-2.8	6	-3	.	15
7	CC(C)(C)NC(=O)COC(=O)c1ccccc1NC(=O)c1ccco1	-2.1	-15	0	103	-3.3	11	6	0	12
8	O=C(Nc1c2c(nn1-c1cccc(Cl)c1)CS(=O)(=O)C2)c1ccco1	-0.3	-13	32	42*[inhibitor]	0.7	10	0	-14	1
9	Cn1cccc1CC(=O)NNC(=S)Nc1ccc(Cl)cc1Cl	-3.6	-12	4	99	-2.2	35	5	-2	5
10	COc1ccc(-c2ccc(CNCc3ccccn3)o2)cc1Cl	-1.2	4	12	115	55*	-11	5	7	6
11	Cc1ccc(NC(=O)COc2ccc(Br)cc2CO)cc1	-4.1	-13	-5	108	-3.4	12	-14	5	4
12	CCOC(=O)C1(CC2CCCCO2)CCN(C(=O)Nc2ccc3c(c2)OCO3)CC1 (stereo not drawn)	-3.6	-21	-14	112	-1.2	-5	7	10	9
13	Cc1ccc(NC(=O)CN(C)C(=S)NC2CC2)cc1	-1.8	1	-1	103	-0.5	3	4	-3	12
14	COCCNS(=O)(=O)c1cc(OC)c(C)cc1C	0.4	-4	14	81	0.3	1	2	-13	-1
15	CC(=O)N1CCN(CC(c2ccccc2)c2ccccc2)CC1	-2.0	-9	19	106	-1.3	15	-8	6	7
16	CCOC(=O)NN1C(=O)c2ccccc2NC1c1ccccc1 (stereo not drawn)	-2.3	-3	17	105	-3.0	6	-2	1	27
17	Cc1cc(NC(=O)c2ccc(S(=O)(=O)Nc3ccccc3)cc2)no1	-1.3	-5	17	88	0.0	-2	-1	-10	8
18	Cc1cc(NC(=O)COC(=O)C2CCN(C(=O)c3ccc(Cl)cc3)CC2)no1	-3.1	-12	-1	109	0.0	2	0	5	-7
19	CC(C)OC(=O)CSc1nnc(CNc2ccc(Cl)cc2)n1Cc1ccccc1	-3.8	-21	21	96	-5.0	6	-7	4	-34
20	O=C(O)CCCNS(=O)(=O)c1ccc(NCc2ccccc2)c(C(=O)O)c1	-3.0	-4	.	100	0.2	5	2	2	14

Next section:
#	Molecule	IMP-1 inh	FID counter	NALP1 inh	MEKK2 WT-MEK5	VIM-2 inh	HCV NS3 hel inh	PfM18AAP inh	MEKK2 mut-MEK5	SUMO HTRF inh
21	COc1ccc(C(=O)NCCc2nnc(SCC(=O)Nc3ccccc3C(C)C)n2C)cc1	1.0	-24	-6	107	-2.8	7	-3	12	16
22	CN(C)CCCN(Cc1cc2cc3c(cc2[nH]c1=O)OCO3)C(=S)Nc1ccccc1	-0.1	47*	13	99	-3.9	3	9	-4	12
23	Fc1ccc(C2NC(=S)NC3=C2N2CCC3CC2)cc1 (stereo not drawn)	-2.6	-5	-1	99	-3.4	-3	-4	-1	-17
24	CCSc1ncc(/C=N/Nc2ccc(Cl)cc2)n1C	3.5	-3	27	100	-1.8	-12	-5	-1	6
25	N#C/C(=C\c1c(N2CCC(C(N)=O)CC2)nc2ccccn2c1=O)S(=O)(=O)c1ccccc1	-3.1	1	4	107	1.8	8	-3	12	20
26	NNCCc1ccccc1	-4.2	-1	36	118&101	-0.8	-3	-2	5&-3	-16
27	COc1ccc(C2=NN(C(=O)COc3ncnc4ccccc34)C(c3ccco3)C2)cc1 (stereo not drawn)	0.2	-8	3	83	-1.8	5	-4	-9	2
28	COc1cc2c(cc1NC(=O)C(C)OC(=O)C1CC(=O)N(Cc3ccco3)C1)oc1ccccc12 (stereo not drawn)	2.6	-25	-4	101	-0.7	-15	-1	-1	7
29	CC1CCc2c(sc3ncn4c(SCC(=O)NCc5ccco5)nnc4c23)C1 (stereo not drawn)	-4.1	-1	5	91	-3.0	1	6	-6	22
30	COc1ccc(CCNC(=O)CCS(=O)(=O)Cc2ccccc2C)cc1OC	-3.3	-24	6	103	-1.9	1	-2	2	24
31	CCN(C(=O)CSc1nc2cc(C(=O)OC)ccc2c(=O)n1Cc1ccco1)c1cccc(C)c1	-2.9	6	20	93	-2.4	8	5	-5	23
32	CCn1c(SCC(=O)NC(=O)NCc2ccco2)nnc1-c1cccs1	-2.9	-16	-16	105	-2.1	3	-4	0	-7
33	COc1ccc(CC(=O)NC(C)(C)C)cc1S(=O)(=O)N1CCOCC1	-0.5	-15	22	103	-2.4	-3	8	1	1
34	O=C(CC1Oc2ccccc2NC1=O)NCCCN1CCOCC1 (stereo not drawn)	-2.1	3	30	109	-0.1	-6	-9	1	9
35	CC1=NNC(=O)C1CC(=O)N/N=C/C(Br)=C/c1ccccc1 (stereo not drawn)	-1.7	-7	.	97	-1.3	-6	12	-1	5
36	COc1cccc(CN2CC(C(=O)NCCCc3ccncc3)CCC2=O)c1 (stereo not drawn)	-3.3	-13	14	106	-2.6	2	-7	7	-7
37	O=C1C=CC(=O)N1CCNc1ncc(C(F)(F)F)cc1Cl	-3.0	-2	55*	98	-3.4	4	-123	-3	3
38	COc1cccc(NS(=O)(=O)NC(=O)c2c(C)[nH]c3ccccc23)c1	-1.6	-2	13	101	-2.0	10	-2	4	6
39	COc1cc(/C=N/S(=O)(=O)CCc2ccccc2)cc(OC)c1O	-3.9	-3	19	103	-1.6	3	8	0	-6
40	CC(C)(C)C(=O)CN1CCN(C2c3ccccc3-c3ccccc32)CC1	-2.4	2	16	96	0.2	-6	-7	0	5

Laid out differently: entries from further up
28: COc1cc2c(cc1NC(=O)C(C)OC(=O)C1CC(=O)N(Cc3ccco3)C1)oc1ccccc12 (stereo not drawn)
  IMP-1 inh = 2.6
  FID counter = -25
  NALP1 inh = -4
  MEKK2 WT-MEK5 = 101
  VIM-2 inh = -0.7
  HCV NS3 hel inh = -15
  PfM18AAP inh = -1
  MEKK2 mut-MEK5 = -1
  SUMO HTRF inh = 7
29: CC1CCc2c(sc3ncn4c(SCC(=O)NCc5ccco5)nnc4c23)C1 (stereo not drawn)
  IMP-1 inh = -4.1
  FID counter = -1
  NALP1 inh = 5
  MEKK2 WT-MEK5 = 91
  VIM-2 inh = -3.0
  HCV NS3 hel inh = 1
  PfM18AAP inh = 6
  MEKK2 mut-MEK5 = -6
  SUMO HTRF inh = 22

More records
#	Molecule	IMP-1 inh	FID counter	NALP1 inh	MEKK2 WT-MEK5	VIM-2 inh	HCV NS3 hel inh	PfM18AAP inh	MEKK2 mut-MEK5	SUMO HTRF inh
41	O=C(Cc1ccccc1)NCC(=O)N/N=C/c1ccc(C(=O)O)cc1	-1.7	-1	12	99	-0.7	-4	-1	-1	16
42	COc1ccc(-c2cc(-c3ccccc3)nc(SCC(=O)Nc3ncc(C)s3)c2C#N)cc1	-0.8	-1	18	93	-0.1	2	-19	-5	-26
43	C/C(=N\NC(N)=S)c1ccc(-n2ccnc2)cc1	-1.7	-4	.	102	10.0*	0	7	0	-4
44	O=C(NCC(c1cccnc1)N1CCN(c2ccccc2)CC1)c1ccco1 (stereo not drawn)	-5.4	-9	.	100	-3.4	-1	0	1	.
45	CC1(C)CC(=O)C2=C(C1)N(c1ccccc1)C(=O)C2(O)C(F)(F)F (stereo not drawn)	-2.5	-7	2	103	-1.0	1	-7	0	5
46	COC(=O)c1cccc(COC(=O)c2ccc(CS(=O)(=O)c3ccc(C)cc3)cc2)c1	-0.9	-4	0	95	1.1	-18	-9	-6	-4
47	Cc1oc2cc(O)ccc2c(=O)c1Oc1ccccc1	-1.9	-6	5	109	-2.0	2	4	7	18
48	CCCCn1c(SCC(=O)Nc2cc(C(F)(F)F)ccc2Cl)nnc1C(CC)N(C)C (stereo not drawn)	-1.9	1	32	98	-3.8	-12	2	-1	-8
49	O=C(N/N=C/c1ccc(-c2ccccc2Cl)o1)c1ccccc1	-2.9	-15	4	105	-4.1	10	1	5	27
50	c1ccc(Oc2cccc(OCCn3cncn3)c2)cc1	-0.2	0	16	104	-1.8	-3	20	5	9
51	Cc1c(C(=O)Nc2nc3ccccc3[nH]2)oc2ccccc12	-1.5	-9	30	99	-1.0	0	-5	-2	-1
52	Cc1cccc(-c2nc(CSCC(=O)NCCCN3CCOCC3)c(C)o2)c1	-1.5	4	1	104	-0.2	-14	-12	-2	1
53	O=C(COC(=O)C1(c2ccccc2F)CCCC1)NCc1ccc2c(c1)OCO2	-3.2	-31	.	101	-0.7	-19	5	3	-9
54	CC(=O)Nc1cccc(-c2csc(Nc3cccc(C)n3)n2)c1	-2.4	-14	12	97	-2.2	-24	-2	-5	-30
55	CCCNC(=O)c1ccc(N2CCC3(CC2)CC(c2ccccc2)=NO3)c(NC(=O)c2ccccc2)c1	0.1	-34	19	91	-0.6	-26	-1	-9	5
56	Cc1ccc(N(CCC#N)C(=O)CCl)cc1C	-1.7	2	3	92	-2.1	-2	8	-1	2
57	CC(C)(C)C(CN1CCCC1)OC(=O)c1ccccc1 (stereo not drawn)	-0.6	-1	16	104	-1.2	-15	-13	5	23
58	CCOc1ccc(S(=O)(=O)N(CC)CC)cc1N	0.4	-2	3	77	1.6	-5	-9	-7	6
59	CC1Cc2nc(SCC(=O)Nc3ccc(F)cc3)n(C)c(=O)c2S1 (stereo not drawn)	-5.3	-3	0	.	-1.8	4	2	.	-26
